Source: PubChem BioAssay (National Center for Advancing Translational Sciences (NCATS))
HEK293 viab = reduces viability of HEK-293 SNCA reporter cells; 150,000 compounds, 0.12% hits; AID 1671193; HEK-293-SNCA-luc viability, GF-AFC fluorescence, 24 h; Potency, µM (titrated, usually from 57.1 µM), inactives show top-dose activity change, negative = cytotoxicity, actives largely listed as cytotoxic;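 further: potency means the concentration at half of the fitted maximal effect; 0% = DMSO-treated cells and -100% = medium-only wells without cells; nearly all actives have a fitted effect of over 30% in size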
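HEK-293-SNCA-luc cells (1500/well) plated 24 h, then exposed 24 h to a dilution series; GF-AFC added 30 min at 37C, fluorescence 405/540 nm; normalised to medium-only and DMSO wells, Hill fit.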
GPT2 inhibitor = blocks human glutamate pyruvate transaminase 2. Potency, µM (series often up to 57.7 µM), inactives show at the top dose activity change, negative = inhibition, hits mostly inhibitors. 100,000 compounds, 0.25% hits. Q8TD30. Recombinant GPT2, coupled pyruvate oxidase/HRP Amplex Red fluorescence; further: potency means the concentration at half of the fitted maximal effect; nearly all actives have a fitted effect of over 60% in size; many of its hits are not listed in these tables
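Fluorescence read-out: pyruvate from GPT2 turnover coupled to pyruvate oxidase, HRP and Amplex Red (0.2mM ThPP, 0.2U/mL PO and HRP, 50uM Amplex final). Substrates 250uM a-KG, 2mM L-alanine; enzyme 10ng/uL; 30 min RT.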
SNCA expr inh = inhibitors of alpha-synuclein (SNCA) gene expression; Potency, µM (titrated, usually from 57.2 µM), for the others: at the highest dose activity change, negative = inhibition, hits mostly inhibitors; 140,000 compounds, 0.17% hits; HEK-293 SNCA-luciferase knock-in, luminescence, 24 h;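 further: potency means the concentration at half of the fitted maximal effect; plate controls were DMSO cells for no effect and cell-free wells for full effect; nearly all actives have a fitted effect of over 45% in size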
3T3 cytotox = NIH 3T3 cell cytotoxicity; Potency, µM (highest dose often 96.7 µM), for inactives: at the top dose activity change, negative = cytotoxicity, actives largely listed as inhibitors; NIH 3T3 viability, CellTiter-Glo ATP luminescence, 48-72 h; 94,000 compounds, 4.3% hits; further: potency means the concentration at half of the fitted maximal effect; nearly all actives have a fitted effect of over 55% in size
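NIH 3T3 cells at 400 cells/well received 23 nL of compound by pintool and were incubated 48 or 72 h at 37 °C. Viability was read as ATP-coupled CellTiter-Glo luminescence.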
IP6K1 inhibitor = blocks human inositol hexakisphosphate kinase 1 | 140,000 compounds, 0.81% hits | IP6K1 kinase, ADP-Glo luminescence, 2 h; hits give low values | activity change, % (series mostly up to about 58 µM) | AID 1645851 | Q92551; in the data active means activity change below about -25%
Target sequence (Q92551 whole entry, looked up): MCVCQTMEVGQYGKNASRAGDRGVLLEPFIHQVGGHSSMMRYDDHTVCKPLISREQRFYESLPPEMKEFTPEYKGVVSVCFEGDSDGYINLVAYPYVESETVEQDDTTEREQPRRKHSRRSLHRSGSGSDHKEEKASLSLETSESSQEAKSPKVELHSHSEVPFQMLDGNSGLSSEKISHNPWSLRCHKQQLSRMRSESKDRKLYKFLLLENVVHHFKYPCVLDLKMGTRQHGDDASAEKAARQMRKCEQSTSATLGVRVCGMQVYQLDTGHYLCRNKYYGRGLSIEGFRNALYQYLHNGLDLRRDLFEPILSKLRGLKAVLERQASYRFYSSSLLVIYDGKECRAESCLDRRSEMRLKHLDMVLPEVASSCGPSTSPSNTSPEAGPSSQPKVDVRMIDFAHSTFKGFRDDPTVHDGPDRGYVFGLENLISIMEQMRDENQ
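ADP-Glo luminescence measures ADP made by human IP6K1 during a 2 h RT reaction with ATP/IP6 (mix at 1.3 mM/130 uM); top library doses 57.5 and 19.1 uM final.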
FLuc inh = blocks purified firefly luciferase enzyme activity. P08659. AID 1347043. 76,000 compounds, 2.5% hits. Potency, µM (titrated, usually from 115 µM), without a hit: at the highest dose activity change, negative = inhibition, actives largely listed as inhibitors. purified P. pyralis luciferase, luminescence, biochemical; further: potency means the concentration at half of the fitted maximal effect; nearly all actives have a fitted effect of over 65% in size
Target sequence (P08659 whole entry, looked up): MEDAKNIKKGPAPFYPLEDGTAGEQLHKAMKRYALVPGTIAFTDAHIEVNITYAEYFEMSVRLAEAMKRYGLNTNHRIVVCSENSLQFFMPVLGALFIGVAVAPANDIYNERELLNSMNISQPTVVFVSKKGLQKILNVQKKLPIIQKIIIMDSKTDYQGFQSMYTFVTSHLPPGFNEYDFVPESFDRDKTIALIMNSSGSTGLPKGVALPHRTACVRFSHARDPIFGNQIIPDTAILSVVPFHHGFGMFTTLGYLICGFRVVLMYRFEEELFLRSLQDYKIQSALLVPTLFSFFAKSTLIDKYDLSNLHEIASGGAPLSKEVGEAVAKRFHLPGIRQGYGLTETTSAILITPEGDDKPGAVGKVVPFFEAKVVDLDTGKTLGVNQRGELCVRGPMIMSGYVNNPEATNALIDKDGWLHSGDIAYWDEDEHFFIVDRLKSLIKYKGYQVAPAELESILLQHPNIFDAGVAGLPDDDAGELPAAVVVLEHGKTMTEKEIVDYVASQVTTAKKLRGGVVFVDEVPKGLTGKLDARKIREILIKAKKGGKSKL
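Purified 10nM P. pyralis luciferase with 10uM D-luciferin and 10uM ATP in 50mM Tris acetate pH 7.5, 10mM Mg acetate, 0.01% Tween-20, 0.05% BSA. qHTS titration; luminescence read by CCD imager.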
HEK cytotox = HEK 293 cell cytotoxicity; HEK 293 viability, ATP luminescence (CellTiter-Glo), 48-72 h; Potency, µM (series often up to 115 µM), inactives show at the highest dose activity change, negative = cytotoxicity, actives largely listed as inhibitors; 94,000 compounds, 6.6% hits; further: potency means the concentration at half of the fitted maximal effect; nearly all actives have a fitted effect of over 60% in size
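Cytotoxicity was scored by loss of ATP-coupled luminescence (CellTiter-Glo) in HEK 293 cells. Compound treatment ran 48 or 72 hr at 37 degree Celsius, 5% CO2, 95% humidity.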
* = called active by the depositor; i = inactive; ? = inconclusive; . = not tested or not shown; & = joins results of further samples; [ ] = remark or other dose. Unless noted, the call rests on the fitted dose curve; in most records, active means well fitted curve in the direction sought with a large enough effect; inconclusive means small, poorly fitted or top-dose-only effect, or another doubt; inactive means no such curve, though single readings can be large; an effect the other way counts as inactive or inconclusive. Unless noted, on the % scale 0 is the no-effect control and ±100 the full control effect.

SMILES	HEK293 viab	GPT2 inhibitor	SNCA expr inh	3T3 cytotox	IP6K1 inhibitor	FLuc inh	HEK cytotox
Cc1ccccc1-n1nc(C)c(CCC(=O)NCC2CC2)c1Oc1ccccc1	1.9%	4.9%	-24.3%	?	10.2	-6.5%	?
COc1ccc(-c2nc3c(c(SCC(=O)Nc4cccc(O)c4)n2)Cc2c(CO)cnc(C)c2O3)cc1	-21.7%	.	-7.7%	.	-29.5*	.	.
COC[C@@H]1CN(C(=O)c2cc(C)[nH]n2)C[C@H]1c1ccncc1	-0.4%	i	-11.4%	-21.0%	-4.6	-4.4%	-15.9%
CCOC(=O)C1=CN(CC(=O)Nc2cccc(Cl)c2)S(=O)(=O)N=C1C	11.9%	i	7.7%	?	-4.8	3.1%	?
Cc1cccn2c(=O)c3cc(C(=O)Nc4ccc(Cl)c(Cl)c4)sc3nc12	5.9%	.	1.3%	.	2.3	.	.
NC1CCc2n[nH]c(=O)n2CC1 (stereo not drawn)	-2.3%	i	-15.0%	i	-10.4	3.0%	3.0%
CC(C)N1CCC(N2CCCC(N3CCN(c4cccc(C(F)(F)F)c4)CC3)C2)CC1 (stereo not drawn)	7.6%	i	-25.2%	?	-6.2	5.2%	20µM*
CNC(=O)N1CCC(C2CCN(C(=O)c3cccs3)C2)CC1 (stereo not drawn)	-2.2%[12.5 µM]	i	24.5%	4.7%	-6.9	-2.3%	1.3%
CCOCCCNC(=O)C(c1ccc(OC)cc1)N(Cc1cccs1)C(=O)CNC(C)=O (stereo not drawn)	7.4%	.	12.1%	.	-7.4	.	.
Cc1cc(C)c(CNC(=O)c2nc(-c3cccc(O)c3)cc3c2ccn3C(C)C)c(=O)[nH]1	?	-2.9%[88.5 µM]	?	?	-12.8	15.0%[172 µM]	?
CC(C)CC(=O)N1CCc2nnc([C@@H]3C[C@@H](O)CN3C)n2CC1	0.5%	i	-10.5%	i	-1.9	2.4%	1.4%
O=C1N(Cc2ccc(F)cc2)C[C@H]2CN(Cc3ccc(C(F)(F)F)cc3)CCN12	-11.3%[87.6 µM]	?	?	?	-1.3	-7.1%[172 µM]	?
CCn1nccc1C(=O)N1CCC2(CC1)C(OC)CN2c1ccc(C)cc1 (stereo not drawn)	12.7%	i	3.4%	-23.2%	5.4	-5.9%	-8.4%
CC(=O)c1ccc(NC(=O)c2nc3nc(C)cc(C(F)F)n3n2)cc1	-4.2%	.	26.3%	.	-2.6	.	.
O=C(Cn1ccc(=O)[nH]c1=O)N1CCC2(CCCN(C3CCCC3)C2=O)C1 (stereo not drawn)	3.0%	-8.6%[11.5 µM]	-6.5%	2.7%	18.4	4.7%	-0.7%
CC(C)c1ccc2occ(CC(=O)N(Cc3ccc(F)cc3)C3CCS(=O)(=O)C3)c2c1 (stereo not drawn)	-22.5%	.	?	.	2.3	.	.
CC(C)(C)c1nc2c3cc[nH]c(=O)c3c3cc(F)ccc3c2[nH]1	0.5%	2.4%	-13.1%	.	.	.	.
CC(=O)N1CCN(C2CCOC3(CCN(S(=O)(=O)c4c(C)noc4C)CC3)C2)CC1 (stereo not drawn)	-16.9%	i	33.0%[activator]	-15.5%	-7.7	-6.5%	-19.8%
O=c1[nH]nc(OCCCc2ccc(Cl)cc2)c(NCc2cccnc2)c1Br	?	3.3%&-4.7%	?	.	4.1	.	.
COc1ncccc1CNC[C@H]1Cn2c(-c3ccc(F)cc3)cnc2CO1	-15.3%[87.6 µM]	-3.2%[88.5 µM]	-7.0%[87.6 µM]	-29.8%[138 µM]	18.4	-3.3%[172 µM]	-18.9%[172 µM]
O=C(Nc1ccc(Cl)cc1)N1Cc2[nH]cnc2C[C@H]1c1nc(-c2ccc3ccccc3c2)no1	-20.2%	-3.8%	66.2%[activator]	?	-0.3	31.6µM*	?
COCCN1C(=O)[C@H]2CN(Cc3cc(Cl)ccc3F)C[C@H]2C1=O	-5.2%	?	3.5%	4.4%	-7.2	12.1%	?
COc1ccc(NC(=O)N2Cc3[nH]cnc3C[C@H]2c2nc(-c3ccc(F)cc3)no2)cc1	?	0.2%[88.5 µM]	13.4%[87.6 µM]	50.1µM*	6.3	?	?
CN1c2cc(C(=O)Nc3ccc(Cl)c(C(F)(F)F)c3)ccc2C(=O)N2CCCC21 (stereo not drawn)	3.2%[12.5 µM]	i	-5.2%	-21.7%	-2.8	-20.1%	-7.0%
CN1C(=O)[C@H]2CN(Cc3ccc(F)c(Cl)c3)C[C@H]2C1=O	-16.5%	-22.2%	-0.9%	-18.9%	-14.9	0.0%	-9.4%
Cc1cccc(NC(=O)Cn2c(-c3ccccc3)nc(C)cc2=O)c1	-8.7%	i	-7.8%	?	5.7	-7.2%	?
CCOc1ccc(NC(=O)c2ccc(F)c(S(=O)(=O)N(CC)Cc3ccccc3)c2)cc1	7.0%	.	-20.7%	.	8.3	.	.
Cc1ccc(-n2c(C3CCN(C(=O)Cc4ccc(Cl)cc4)CC3)n[nH]c2=O)cc1	-4.9%	0.1%	-15.0%	44.7µM*	3.1	2.8%	-1.3%
CCOc1ccccc1CN1CCC2(CCN(Cc3cncs3)CC2)Oc2ccccc21	-29.9%	3.0%	?	?	-4.2	2.5%	44.7µM*
NCCn1cc(C(=O)NCc2noc(Cc3ccccc3)n2)nn1	14.4%	i	7.6%	?	-10.2	-7.7%	-14.7%
Cc1ccc(-c2nc(S(=O)(=O)c3ccc(C)cc3)c(SCC(=O)Nc3ccc(F)cc3)o2)cc1	-2.4%	.	-1.9%	.	-24.1	.	.
CNC(=O)CCn1ncc2cc(OC3CCc4cccc(-c5cccnc5OC)c43)ccc21 (stereo not drawn)	-13.2%	?	?	?	-9.0	0.2%	?
CCC(=O)N1C[C@@H](Oc2ccccc2)C[C@H]1C(=O)N1CCOCC1	6.2%	?	23.3%	i	-4.9	-2.0%	4.8%
Cc1cc(F)ccc1-c1[nH]nc2ncc(-c3c(C)noc3C)nc12	-17.1%[87.6 µM]	1.5%[88.5 µM]	-21.0%[87.6 µM]	?	3.6	-3.7%[172 µM]	?
O=C(CC1N=C2c3ccccc3N=C(SCc3cccc(F)c3)N2C1=O)NC1CCCCC1 (stereo not drawn)	6.7%	.	-3.1%	.	-5.7	.	.
CC(C)C(=O)N1CCCCCNC(=O)[C@H]2C[C@H](C(=O)N3CCc4ccccc4C3)C[C@H]21	6.7%	-10.9%	16.2%	-11.6%	6.5	-17.5%	-35.3%
COc1cc(CNC(=O)C2CCCCC(=O)N2)cc(OC)c1 (stereo not drawn)	11.6%	i	?	i	9.8	-0.5%	11.8%
O=C(c1ccc(-c2ncc3cnc(C4=CCOCC4)cn23)cc1)N1CCc2ccccc2C1	-27.0%[87.6 µM]	-7.0%[88.5 µM]	8.1%[87.6 µM]	?	-3.4	5.3%[172 µM]	79.4µM*
CCn1ncc(N2CCCC(CC(=O)N3CCN(c4ccccn4)CC3)C2)cc1=O (stereo not drawn)	12.9%	i	28.8%	-16.1%	10.2	-9.3%	?
Cc1nn(-c2ccccc2)c(C)c1[C@@H]1C=C[C@@H](NCc2cccc(C#N)c2)C1	-20.0%[87.6 µM]	-8.3%[88.5 µM]	68.7%[activator][87.6 µM]	?	4.0	-7.8%[172 µM]	63.1µM*

As a working copy, part of the list above.
SMILES	HEK293 viab	GPT2 inhibitor	SNCA expr inh	3T3 cytotox	IP6K1 inhibitor	FLuc inh	HEK cytotox
CN1C(=O)[C@H]2CN(Cc3ccc(F)c(Cl)c3)C[C@H]2C1=O	-16.5%	-22.2%	-0.9%	-18.9%	-14.9	0.0%	-9.4%
Cc1cccc(NC(=O)Cn2c(-c3ccccc3)nc(C)cc2=O)c1	-8.7%	i	-7.8%	?	5.7	-7.2%	?
CCOc1ccc(NC(=O)c2ccc(F)c(S(=O)(=O)N(CC)Cc3ccccc3)c2)cc1	7.0%	.	-20.7%	.	8.3	.	.

New compounds follow:
SMILES	HEK293 viab	GPT2 inhibitor	SNCA expr inh	3T3 cytotox	IP6K1 inhibitor	FLuc inh	HEK cytotox
COc1cccc(-c2cc(C(=O)NCCNc3nc(C)cc(=O)[nH]3)[nH]n2)c1	-4.0%	0.3%	5.7%	i	-0.1	?	-25.5%
O=C(CSc1nc(-c2ccccc2)[nH]c1-c1ccccc1)Nc1ccc2c(c1)OCCO2	?	.	?	.	-3.7	.	.
O=C(NC1CCCC1)C1CCCN(C2CCN(Cc3ccncc3)CC2)C1 (stereo not drawn)	14.8%	-1.8%	78.1%[activator]	-6.0%	2.8	-3.7%	-10.5%
CCS(=O)(=O)c1oc(-c2ccc(F)cc2)nc1S(=O)(=O)c1ccccc1	7.94µM*	.	?	.	-7.8	.	.
O=C(c1ccc2c(c1)N(Cc1ccc(F)cc1)C(=O)c1ccccc1S2(=O)=O)N1CCCCC1	-10.9%	.	-9.5%	.	27.8	.	.
CCN(CC)c1ccc(-n2nc3cc(C)c(NC(=O)c4ccccc4F)cc3n2)cc1	?	.	0.7%	.	19.4	.	.
COc1cccc(C(=O)Nc2ccc3c(c2)CN(Cc2ccccc2F)C(=O)CO3)c1	1.8%	2.5%	8.1%	?	13.6	?	?
Cc1nc2nc(NC(=O)C(C)(C)C)[nH]n2c(=O)c1Cc1ccccc1	0.5%	.	54.3%[activator]	.	30.0	.	.
COCCN1C(=O)[C@H]2CN(Cc3cccn3C)C[C@H]2C1=O	-7.3%	i	7.3%	i	-4.9	14.0%	9.7%
COC(=O)CC1(O)C(=O)Nc2ccccc21 (stereo not drawn)	-12.2%	i	.	.	4.5	.	.
COc1cccc(-c2cn3cc(C(=O)NCc4ccccn4)nc3s2)c1	6.1%	1.3%	79.3%[activator]	?	-4.1	.	?
CCOc1ccccc1CNC(=O)c1nn(C)c2c1CS(=O)(=O)c1ccccc1-2	3.3%	.	-9.5%	.	-8.0	.	.
CC1(c2ccccc2)N(Cc2ccccc2C#N)C(=O)OC12CCN(C(=O)c1cccc(O)c1)CC2 (stereo not drawn)	-13.8%	0.3%	?	?	-14.5	-0.3%	?
O=C(NCc1ccccc1)c1ccccc1OC1CN(Cc2cccc(C(F)(F)F)c2)C1	?	-6.1%	?	12.6µM*	6.3	.	25.1µM*
CCOc1ccc(NC(=O)Cn2c3ncccc3c(=O)n2-c2ccc(CC)cc2)cc1	-0.9%	.	-4.4%	.	-4.2	.	.
O=C(C1CC=CCC1)N1CC(c2noc(C3CCCN3CC3CC3)n2)C1 (stereo not drawn)	?	i	?	-1.3%	7.4	-8.3%	-5.3%
COC(=O)CNC(=O)C1CCN(Cc2ccccc2-c2ccc(C)c(Cl)c2)CC1	.	.	.	?	-4.3	.	-22.1%

These rows are one share of the data; count on the stated rates, not on these rows.
